# Screening data as filed in PubChem BioAssay.
# Imprint erasure = genomic imprint erasure induction. mouse ES Peg3-LacZ reporter, beta-gal luminescence, 40 h. Potency, µM (highest dose often 60.7 µM), inactives show at the top dose activity change, positive = activation, usual class: activators. actives 0.02% (n = 110,000);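 further: 0% = negative control wells on the plate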
#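 Gelatin-coated wells received 300 freshly trypsinized female ES cells with a Peg3LacZ-Neo reporter on the maternal allele, then incubated 40 hours at 37C. BetaGlo was added for 5 minutes at room temperature before a single luminescence read.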
# p53ts 39C tox = kills p53ts cells at the nonpermissive temperature; H1299-p53A138V viability at 39C, ATP luminescence, 24 h; Potency, µM (titrated, usually from 46.1 µM), inactives show at the highest dose activity change, negative = cell killing, actives largely listed as cytotoxic; actives 1.5% (n = 130,000); further: nearly all actives have a fitted effect of over 55% in size
# p53ts 32C tox = cytotoxicity in p53ts cells at permissive temperature. H1299-p53A138V at 32C, ATP luminescence viability, 24 h. actives 0.93% (n = 130,000). Potency, µM (doses to about 46.1 µM), for inactives: top-dose activity change, negative = cytotoxicity, usual class: cytotoxic. AID 924;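 further: 0% = DMSO and -100% = full killing by reference compound; nearly all actives have a fitted effect of over 55% in size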
#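 H1299-p53 A138V cells (temperature-sensitive p53) exposed 24 h to up to 46 uM compound at 32C, where p53 is wild-type in conformation. Viability read as ATP luminescence and normalised to DMSO and 100 uM tamoxifen. AC50 fitted with the Hill equation.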
# IkB signaling = inhibitors of IkB signaling in ABC-DLBCL cells | Potency, µM (highest dose often 57.1 µM), without a hit: at the top dose IkBa stabilization activation | AID 445 | ABC-DLBCL IkBa-CBG/CBR dual luciferase ratio, 4 h; response scale: scaled: untreated 0%, proteasome inhibitor 100% | actives 0.04% (n = 110,000); active means well fitted curve in the direction sought with a large enough effect in the signal ratio, not every such curve was filed as active; inconclusive means small, poorly fitted or top-dose-only effect, or a change in a side signal; the % refers to the signal ratio;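 further: the direction sought is a rising ratio; 0% = basal untreated cells and 100% = reference inhibitor full response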
#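 In this assay, an IκBα–CBG68 fusion accumulates when IKK-driven degradation is blocked; native CBR normalizes for cell number. OCI-Ly3 cells were treated 4 h with compound and doxycycline, then green and red light read after Chroma-Glo addition.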
# * = called active by the depositor; ? = inconclusive; . = not tested or not shown; [ ] = dose if it differs, or a comment. Unless noted, the call rests on the fitted dose curve; in most records, active means well fitted curve in the direction sought with a large enough effect; inconclusive means small, poorly fitted or top-dose-only effect, or another doubt; inactive means no such curve, though single readings can be large; an effect the other way counts as inactive or inconclusive. Unless noted, on the % scale 0 is the no-effect control and ±100 the full control effect; potency means the concentration at half of the fitted maximal effect.
SMILES,Imprint erasure,p53ts 39C tox,p53ts 32C tox,IkB signaling
COCCCN1C(=O)C(=O)/C(=C(/O)c2ccc(OC)cc2)C1c1cccc(OC)c1 (centres undefined),-13%,2%,0%,-0.3%
Clc1ccccc1OCCn1ccnc1,-17%,-3%,-10%,-3.3%
O=C(c1cccc(F)c1)N1CCC2(CCCN(C(c3ccccc3)c3ccccc3)C2)CC1,.,-16%,-9%,0.6%[11.4 µM]
CCOC(=O)c1c(NC(=O)/C=C/c2ccc(OC)c(OC)c2)sc(C(C)=O)c1C,-9%[10.9 µM],19%,2%,0.5%
COc1ccc(-c2nnc3sc(-c4ccc(Br)o4)nn23)cc1OC,-3%,-3%,6%,-0.1%
Cc1ccc(S(=O)(=O)N2CCN(C(=O)CN3CCCC3)C2)cc1,.,1%,1%,.
O=C(O)c1cc(-c2ccccc2Cl)n[nH]1,-10%,-3%,-13%,0.5%
Cc1ccc(CNC(=O)C2CCCCC2C(=O)O)cc1 (centres undefined),9%,-5%,1%,0.6%
O=C(c1ccc(CS(=O)(=O)c2ccc(Br)cc2)o1)N1CCN(C2CCCCC2)CC1,-10%,-7%,0%,0.6%
CC(=O)c1ccc(N2CCN(C(=O)c3cc4ccc5cccnc5c4[nH]3)CC2)cc1,7%[10.9 µM],?,?,?
C=C(C)c1cccc(C(C)(C)NC(=O)N2CCOCC2)c1,-2%,3%,5%,-0.8%
Cc1ccc(CN2C(=O)C3(c4ccccc42)N(c2cccc(F)c2)C(=O)CS3(=O)=O)cc1 (centres undefined),8%[10.9 µM],-6%,9%,?
O=C(NCCN1CCCC1)c1ccc2c(c1)N(Cc1ccc(F)cc1)C(=O)c1ccccc1S2=O (centres undefined),-10%,1%,0%,3.1%
CCc1ccc(OCC2c3cc(OC)c(OC)cc3CCN2C(=O)Cc2ccc(OC)c(OC)c2)cc1 (centres undefined),-13%[10.9 µM],-15%,18%,?
O=C(c1ccc2c(c1)OCCO2)C1CCN(S(=O)(=O)c2ccc(F)cc2)CC1,-1%,-6%,-14%,7.7%
COc1ccc2nc(NC(=O)C3CCCN(S(=O)(=O)c4cccc5nonc45)C3)sc2c1 (centres undefined),-20%,-12%,5%,?
COCCCNC(CC(=O)Nc1ccc(OC)cc1OC)C(=O)O (centres undefined),-4%,-5%,-6%,-1.3%
Cc1cccc(NC(=O)CN2C(=O)COc3ccc(Cl)cc32)c1C,-12%,4%,15%,1.0%
COc1ccc(N(CC(=O)NCc2ccco2)S(=O)(=O)c2ccc(OC)c(OC)c2)cc1,-5%,8%,3%,-0.7%
COC(=O)c1ccc(C(=O)OC)c(NS(C)(=O)=O)c1,-3%,12%,-7%,0.5%
O=c1cc(N2CCN(c3ccccc3)CC2)[nH]c(=O)n1C1CCCCC1,-16%,-9%,-19%,-1.5%
Cc1ccccc1NS(=O)(=O)c1ccc(C2CNC(=O)C2)cc1 (centres undefined),?,3%,9%,-0.6%
COc1ccc(NC(=O)Cc2ccc(NC(=O)N3CCCCc4ccccc43)cc2)c(OC)c1,-12%[10.9 µM],?,0%,?
Cc1ccc(OCc2ccc(-c3nc(C#N)c(NCc4ccccc4Cl)o3)o2)cc1,-19%[10.9 µM],?,?,0.5%
CCC(CO)NCc1ccc(OC2CCCC2)cc1 (centres undefined),.,-15%,-16%,.
COc1ccc(C)cc1S(=O)(=O)Nc1cccnc1,0%,3%,6%,-1.5%
COc1ccc(CNc2ncnc3c2c(-c2ccccc2)cn3-c2ccc(C)c(Cl)c2)cc1,-11%[10.9 µM],-14%,-3%,?
O=C(NCc1ccc2c(c1)OCO2)c1ccc(NC(=O)C2CCCO2)cc1 (centres undefined),-9%,-3%,3%,2.0%
CCC1CN(C(=O)C2CCN(S(=O)(=O)c3c(C)noc3/C=C/c3ccccc3F)CC2)c2cc(C)ccc2O1 (centres undefined),-15%[10.9 µM],-13%,14%,2.7%
COCCN1C(=O)C(=O)/C(=C(/O)c2cccc(OC)c2)C1c1ccc(C)o1 (centres undefined),-11%,1%,-1%,1.2%
COc1ccccc1Oc1ccccc1C(=O)O,7%,6%,4%,3.5%
Cc1ccccc1NC(=O)c1ccc(F)c(S(=O)(=O)NC2CCCC2)c1,-11%[10.9 µM],?,0%,?
CN(CCCNC(=O)C1CCN(S(=O)(=O)c2cccc3nsnc23)CC1)Cc1ccccc1,-16%,1%,5%,0.6%
COc1ccc(-c2cc(=O)n3[nH]cnc3n2)cc1,-35%[inhibitor][10.9 µM],?,?,1.1%
CCCCCC1=C2CNC(CCC)(C(=O)OC)C=C2C(C)C1=O (centres undefined),7%,-13%,5%,.
Cc1cccc(OC(=O)c2snnc2C)c1,-6%[10.9 µM],1%,0%,1.3%
Cc1ccc2c(c1)C1CN(C)CCC1N2CC(=O)N(C)c1ccccc1 (centres undefined),-11%,-4%,5%,1.6%
CC(=O)c1ccc(N2CCN(C(=O)c3cc(S(=O)(=O)N4CCCCCC4)cn3C)CC2)cc1,-10%[10.9 µM],-27%,?,?
O=C(COC(=O)c1cccs1)c1ccccc1,-15%,6%,-6%,1.0%
COc1ccccc1CNC(=O)c1cc(S(=O)(=O)N2CCCC(C)C2)cn1C (centres undefined),-6%[10.9 µM],-20%,6%,?

# Random excerpt: 6 records from the list.
SMILES,Imprint erasure,p53ts 39C tox,p53ts 32C tox,IkB signaling
COCCN1C(=O)C(=O)/C(=C(/O)c2cccc(OC)c2)C1c1ccc(C)o1 (centres undefined),-11%,1%,-1%,1.2%
O=C(COC(=O)c1cccs1)c1ccccc1,-15%,6%,-6%,1.0%
CCCCCC1=C2CNC(CCC)(C(=O)OC)C=C2C(C)C1=O (centres undefined),7%,-13%,5%,.
O=C(NCc1ccc2c(c1)OCO2)c1ccc(NC(=O)C2CCCO2)cc1 (centres undefined),-9%,-3%,3%,2.0%
COc1ccc(-c2cc(=O)n3[nH]cnc3n2)cc1,-35%[inhibitor][10.9 µM],?,?,1.1%
CC(=O)c1ccc(N2CCN(C(=O)c3cc(S(=O)(=O)N4CCCCCC4)cn3C)CC2)cc1,-10%[10.9 µM],-27%,?,?

# The list continues.
SMILES,Imprint erasure,p53ts 39C tox,p53ts 32C tox,IkB signaling
Cc1ccccc1CCNC(=O)c1ccc2c(c1)c(C)c(C)n2C,7%[10.9 µM],-1%,2%,2.1%
Cc1ccc(SCCNC(=O)CN(c2cccc(C)c2C)S(C)(=O)=O)cc1,-9%[10.9 µM],-19%,4%,?
Cc1nnc2sc(-c3cccc(NC(=O)c4ccc(-c5cccc(Cl)c5)o4)c3)nn12,-11%,8%,3%,?
O=S(=O)(O)c1ccc(N=Nc2ccc3c(S(=O)(=O)O)cccc3c2O)c2ccccc12,-4%[10.9 µM],-5%[9.22 µM],-1%[9.22 µM],-2.4%[11.4 µM]
C=CCn1c(Cc2cccs2)nnc1SCC(=O)Nc1ccc(OC)c(OC)c1,-14%,0%,2%,4.0%
COc1ccc(N2CCN(CC(O)COc3c(OC)cccc3OC)CC2)cc1 (centres undefined),-13%[10.9 µM],13%,4%,2.5%
COc1ccc(OC)c(NC(=O)CSc2nc(N)c(-c3ccccc3)c(=O)[nH]2)c1,-15%,11%,-4%,-2.6%
Cc1ccc2[nH]c(=O)c(CN(CC3CCCO3)S(=O)(=O)c3cccc4nsnc34)cc2c1 (centres undefined),-6%,-6%,5%,-0.4%
Cc1c(CCNC(=O)Cc2ccc(F)cc2)sc2nc(-c3ccc(F)cc3)nn12,-2%[10.9 µM],-16%,-3%,?
CCc1nnc(NC(=O)CSc2nc3ccccc3s2)s1,-5%,11%,-7%,-0.2%
COc1ccc(N2CCN(C(=O)CSc3ccccc3)CC2)cc1,-13%,-1%,7%,1.9%
CCc1ccc2[nH]c(=O)c(CN(CCCN3CCOCC3)C(=O)Nc3ccccc3)cc2c1,.,9%,-1%,1.3%
O=C(c1cccc(Cl)c1)N1CCN(Cc2ccccc2F)CC1,-22%,7%,6%,-5.9%
Cc1cccn2c3c(c(=O)nc12)C(c1ccc(F)cc1)CC(=O)N3 (centres undefined),4%[10.9 µM],-4%,-2%,-2.7%
Cc1ccc(S(=O)(=O)N2CCCN(S(=O)(=O)c3ccc(C(F)(F)F)cc3)CC2)cc1,.,0%,-17%,-1.7%
CCC(c1nnnn1CCOC)N1CCN(Cc2ccccc2)CC1 (centres undefined),-11%,1%,5%,0.0%
COc1cccc(-c2nnc(SCC(=O)OC(C)C)n2N)c1,-17%,6%,4%,2.0%
Cc1cc(C)n2nc(SCn3nnc4ccccc4c3=O)nc2n1,-12%,-2%,2%,0.1%
CCc1ccc(OCC(=O)Nc2cc(-c3nc4cc(C)ccc4o3)ccc2C)cc1,-7%[10.9 µM],14%,-15%,?
O=C(CCN1C(=O)COc2ccccc21)NCc1ccco1,4%,8%,0%,2.2%
CCc1c2c(nc3cccc(SC)c13)COC2,-9%,-4%,-12%,.
CCc1nn(CC(=O)NCc2ccccc2)c(=O)c2cccn12,-16%[10.9 µM],20µM*,-24%,-1.6%
Cc1ccc2nc(Cl)c3cc(C(=O)N4CCCC(C)C4)sc3c2c1 (centres undefined),-11%[10.9 µM],-16%,7%,-0.7%
O=C(Nc1ccc2c(c1)OCO2)C1CCCN(c2nc3ccccc3s2)C1 (centres undefined),-73%[inhibitor],?,20µM*,?
CN1CCN(c2ncc3nc(-c4ccccc4)c(=O)n(-c4ccccc4)c3n2)CC1,.,-14%,-8%,0.6%[11.4 µM]
CCCCN(CC)CCNC(=O)c1nn(-c2ccc(OC)cc2)c(=O)c2c1c1ccccc1n2C,-17%[10.9 µM],58%[activator],5%,-3.9%
COc1ccc(C2C(C#N)=C(C)NC3=C2S(=O)(=O)c2ccccc23)cc1 (centres undefined),.,2%,6%,.
CCOC(=O)c1oc2cccc(O)c2c1CN1CCOCC1,-5%,6%,2%,-3.4%
CCCNC(=O)N1CCN(S(=O)(=O)c2ccc3c(ccn3C)c2)CC1,4%[10.9 µM],-2%,5%,?
C[C@@H](C(=O)NCc1ccccn1)[C@H]1C[C@]1(C)[C@H](NC(=O)OCc1ccccc1)c1ccccc1,-12%,-2%,11%,.
Cc1cccc(C)c1NS(=O)(=O)c1ccc(NS(=O)(=O)c2ccc3c(c2)OCCO3)cc1,6%[10.9 µM],3%,6%,?
Cc1nnc(NC2(C(F)(F)F)C(=O)Nc3c2c(=O)n(C)c(=O)n3C)s1 (centres undefined),15%,-4%,-16%,-2.3%
CN(C)CCN(C)Cc1ccc2c(c1)Cc1ccccc1-2,-16%,-8%,-9%,-1.2%
CCn1cc(C(=O)N2CCN(c3cccc(C)c3C)CC2)c2cc(OC)c(OC)cc2c1=O,-9%[10.9 µM],-2%,-5%,?
Cn1c(=O)n(C/C=C/c2ccccc2)c(=O)c2c1nc1n2CCCN1c1ccc(F)cc1,-13%,13%,2%,3.1%
CCOc1ccccc1CNC(=O)CCc1c(C)nn(-c2ccc(N3CCCC3)nn2)c1C,-10%[10.9 µM],-1%,5%,?
c1ccc(Nc2ncnc3ccc(-c4ccoc4)cc23)cc1,2%,3%,18%,1.8%[11.4 µM]
Cc1c(C(=O)N(Cc2cccc(Cl)c2)Cc2ccco2)oc2ccccc12,-13%[10.9 µM],9%,0%,?
O=C(COc1ccccc1F)Nc1nnc(S(=O)(=O)N2CCCCCC2)s1,-9%[10.9 µM],-6%,2%,-2.5%
NC(N)=NC[C@@H]1COC2(CCCCC2)O1,-25%[16.8 µM],0%[20.6 µM],9%[20.6 µM],0.0%[25.6 µM]
Cc1ccc(CCNC(=O)C(NS(=O)(=O)c2ccc3c(c2)oc(=O)n3C)C(C)C)cc1 (centres undefined),6%[10.9 µM],11%,8%,1.8%
COc1ccc(N(CC(=O)N2CCN(c3cc(C)ccc3C)CC2)S(=O)(=O)c2c(C)noc2C)cc1,-11%[10.9 µM],17%,1%,?

# A different layout for part of the listing above:
structure	Imprint erasure	p53ts 39C tox	p53ts 32C tox	IkB signaling
Cc1ccc(CN2C(=O)C3(c4ccccc42)N(c2cccc(F)c2)C(=O)CS3(=O)=O)cc1 (centres undefined)	8%[10.9 µM]	-6%	9%	?
Cc1ccc(CNC(=O)C2CCCCC2C(=O)O)cc1 (centres undefined)	9%	-5%	1%	0.6%
CCc1ccc2[nH]c(=O)c(CN(CCCN3CCOCC3)C(=O)Nc3ccccc3)cc2c1	.	9%	-1%	1.3%
COc1ccc(N(CC(=O)NCc2ccco2)S(=O)(=O)c2ccc(OC)c(OC)c2)cc1	-5%	8%	3%	-0.7%
